Tb PGK inh: qHTS Assay to Find Inhibitors of Phosphoglycerate Kinase; 0.043% of 380,000 active; Potency, µM (highest dose often 57.5 µM), for the others: at the highest dose activity change, negative = inhibition, usual class: inhibitors; PGK/GAPDH coupled, Kinase-Glo luminescence, 60 min; AID 602233, 2012; also: potency is read from the fitted curve at half-maximal effect; % is scaled to controls: 0 for no effect and ±100 for the full control effect; nearly all actives have a fitted effect of over 60% in size
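Luminescent ATP detection (Kinase-Glo Plus) follows a 60-minute room-temperature incubation, with wells lacking PGK as controls. Buffer: 100 mM TEA (pH 7.6), 5 mM MgCl2, 0.01% Tween-20. Coupling enzyme GAPDH (100 nM final) supplies unstable 1,3-BPG in-well.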
GLS inh: qHTS for Inhibitors of Glutaminase (GLS) | 0.21% of 410,000 active | Glutaminase kidney isoform, mitochondrial (Homo sapiens), O94925 | GLS enzymatic activity, qHTS titration | Potency, µM (top dose mostly 45.5 µM), inactives show at the highest dose activity change, negative = inhibition, most hits filed as inhibitors | AID 624170, 2012; also: potency is read from the fitted curve at half-maximal effect; % is scaled to controls: 0 for no effect and ±100 for the full control effect
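Enzyme dispensed in phosphate buffer (45 mM, pH 8.2, 0.02% Tween-20), compounds pinned in, then 1 mM L-glutamine solution and the glutamate oxidase–HRP–Amplex Red mix added; fluorescence read immediately and again after 30 min at room temperature.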
Pin1 inh: qHTS Assay to Find Inhibitors of Pin1; Peptidyl-prolyl cis-trans isomerase NIMA-interacting 1 (Homo sapiens), Q13526; Pin1 FP peptide displacement, HiFluor488, 10 min; Potency, µM (top dose mostly 115 µM), for the others: top-dose activity, negative = inhibition, actives largely listed as inhibitors; 0.009% of 390,000 active; AID 504891, 2011; active = well fitted inhibition curve with a large enough effect in the polarisation, with a control signal flat, not every such curve was filed as active; inconclusive = small, poorly fitted or top-dose-only effect, or effect the other way, or a change in a side signal; inactive = no such curve, though single readings can be large or run the other way; the % refers to the polarisation; also: potency is read from the fitted curve at half-maximal effect; % is scaled to controls: 0 for no effect and ±100 for the full control effect
G9a inh: qHTS Assay for Inhibitors of Histone Lysine Methyltransferase G9a; G9a H3K9 monomethylation, AlphaScreen, 2 h; Potency, µM (top dose mostly 102 µM), for the others: at the highest dose activity, negative = inhibition, actives largely listed as inhibitors; 8.8% of 350,000 active; also: potency is read from the fitted curve at half-maximal effect; % is scaled to controls: 0 for no effect and ±100 for the full control effect; nearly all actives have a fitted effect of over 75% in size
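AlphaScreen read-out: biotin-H3K9 peptide (500 nM) methylation by 20 nM enzyme with 20 uM SAM, 2 h at room temperature after 15 min compound preincubation; anti-monomethyl H3K9 antibody plus donor/acceptor beads, 10 min dark.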
HP1b binding inh: HTS for Inhibitors of HP1-beta Chromodomain Interactions with Methylated Histone Tails. AlphaScreen HP1-beta / biotin-H3K9me3 peptide binding. Potency, µM (titrated, usually from 114 µM), inactives show top-dose activity change, negative = inhibition, actives largely listed as inhibitors. 0.56% of 390,000 active. AID 540317, 2011; also: potency is read from the fitted curve at half-maximal effect; nearly all actives have a fitted effect of over 70% in size; inactives centre near 23
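Compound inhibition of the preformed complex between 50 nM HP1-beta and 50 nM biotinylated H3K9me3 peptide was read by AlphaScreen. Buffer was PBS pH 7.4 with 0.01% Tween-20. Incubations ran 30 min at room temperature, with 10 ug/mL donor/acceptor beads.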
ERG Ets-DNA blk: qHTS for Small Molecule Inhibitors of the ERG Ets/DNA interaction. fluorescence polarization, His-ERG Ets domain / labelled DNA. Transcriptional regulator ERG (Homo sapiens), P11308. 0.028% of 370,000 active. AID 624246, 2012. Potency, µM (series often up to 76.9 µM), for the others: at the top dose FP activity, negative = inhibition, most hits filed as inhibitors; active = well fitted inhibition curve with a large enough effect in the polarisation, with a control signal flat; inconclusive = small, poorly fitted or top-dose-only effect, or effect the other way, or a change in a side signal; inactive = no such curve, though single readings can be large or run the other way; the % refers to the polarisation;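 also: polarization taken with two DNA probes labelled with fluorescein and Texas red; potency is read from the fitted curve at half-maximal effect; % of control where 0% means no effect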
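His-tagged ERG Ets domain (1 uM in the protein solution; 300mM KCl, 50mM Tris-HCl, 1mM EDTA, 1mM DTT, pH 7.5) received compound, then a probe mix of 5 nM fluorescein-DNA and 100nM Texas-615-DNA. Fluorescence polarization was read for both dyes.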
PI4K2A inh: qHTS for small molecular inhibitors of PI4K2A | Phosphatidylinositol 4-kinase type 2-alpha (Homo sapiens), Q9BTU6 | purified PI4K2A, ADP-Glo luminescence, 1 h; active compounds read low | activity change, negative = inhibition, % at 76.9 µM | 0.13% of 420,000 active; in the data active = activity change below about -50%; inconclusive = mostly about -30% to -49%;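 also: -100% = wells without enzyme as full effect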
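Compounds are screened against recombinant PI4K2A using PI as substrate and ATP, the latter dispensed at 300 microM. Reactions run one hour at ambient temperature before ADP-Glo detection; full inhibition defined by wells lacking enzyme.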
BAZ2B inh: qHTS Assay for Inhibitors of BAZ2B | Bromodomain adjacent to zinc finger domain protein 2B (Homo sapiens), Q9UIF8 | AlphaScreen BAZ2B-H3K14Ac peptide displacement | Potency, µM (titrated, usually from 114 µM), without a hit: at the highest dose activity change, negative = inhibition, hits mostly inhibitors | 4.4% of 360,000 active | AID 504333, 2011; also: potency is read from the fitted curve at half-maximal effect; % is scaled to controls: 0 for no effect and ±100 for the full control effect; nearly all actives have a fitted effect of over 60% in size
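AlphaScreen displacement: compounds (up to 110uM) incubated 30 min at room temperature with a preformed 50 nM BAZ2B/50 nM biotinylated H3K14Ac peptide complex in PBS pH 7.4 with Tween-20. Donor and acceptor beads at 10 ug/mL final added, 20 min light-protected before reading.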
JMJD2A Tudor: qHTS Assay for Inhibitors of JMJD2A-Tudor Domain. AlphaScreen JMJD2A-Tudor / H3K4me3 peptide binding. Potency, µM (highest dose often 114 µM), for the others: top-dose activity change, negative = inhibition, usual class: inhibitors. AID 504339, 2011. 4.4% of 390,000 active; also: potency is read from the fitted curve at half-maximal effect; % is scaled to controls: 0 for no effect and ±100 for the full control effect; nearly all actives have a fitted effect of over 50% in size
Starred values were filed as active, the others as inactive; i = inactive; ? = inconclusive; . = no result given; [ ] = dose if it differs, or a comment. Unless noted, calls follow the shape of the dose curve; as a rule, active = well fitted curve in the direction sought with a large enough effect; inconclusive = small, poorly fitted or top-dose-only effect, or another doubt; inactive = no such curve, though single readings can be large; an effect the other way counts as inactive or inconclusive. Outcome played no part in choosing rows; 11% or so of the library scored in one or more.

no. | Compound | Tb PGK inh | GLS inh | Pin1 inh | G9a inh | HP1b binding inh
1 | COc1ccccc1C(=O)OCC(=O)NC(=O)NCc1ccccc1 | 0% | 2% | 5% | 14%[12.7 µM] | 27%
2 | Cc1c(-c2ccco2)[n+](=O)c2c(n1[O-])CCCCC2 | -1% | ? | -5% | -9%[59 µM] | 27%
3 | Cc1cc(=O)oc2cc(NC(=O)CCC(=O)O)ccc12 | 1% | 12% | 3% | 17%[0.0925 µM] | 21%
4 | CC(C)C[C@H](NC(=O)C1CCN(S(=O)(=O)c2ccccc2)CC1)C(=O)NCc1ccncc1 | 3% | -3% | -8% | 25% | -5%
5 | COCCn1c(SCC(=O)Nc2ccc(C(F)(F)F)cc2)nc2c([nH]c3ccccc32)c1=O | 7% | -6% | 2% | 10%[59 µM] | 29%[57 µM]
6 | O=C(Cn1nnc(-c2cccs2)n1)N1c2ccccc2Sc2ccc(C(F)(F)F)cc21 | 7% | -12% | -9% | . | 31%
7 | COc1ccc(S(=O)(=O)N2N=C(C)Oc3ccccc3C2=O)cc1 | 1% | 0% | 7% | 16%[12.7 µM] | 25%
8 | O=C(Cc1c(F)cccc1Cl)NNC(=O)c1cccs1 | 2% | 18% | 5% | . | 26%
9 | Cc1ccc(C(=O)Nc2ccc(Cl)cc2C)c(Cl)c1 | -4% | -5% | -6% | 6% | 8%
10 | COc1ccccc1-c1nc(C#N)c(N2CCN(C(c3ccccc3)c3ccccc3)CC2)o1 | 1% | 2% | -2% | 4%[2.33 µM] | -24%
11 | COc1ccc(NC(=O)Nc2ccc(F)cc2F)c(C)c1 | -2% | -1% | -4% | 19%[59 µM] | 19%
12 | COc1cccc(C(=O)CSc2nnc(-c3cc(OC)cc(OC)c3)o2)c1 | -9%[11.5 µM] | 0% | 2% | 19%[2.33 µM] | 8%
13 | CCOP(=O)(OCC)C(NC(=O)Nc1ccc(Cl)cc1)c1ccccc1 (centres undefined) | -11% | 0% | -1% | 0% | 14%
14 | CN(C)c1ccc(S(=O)(=O)N2CCCCC2)cc1NC(=O)CN1C(=O)NC2(CCCC2)C1=O | 19% | 3% | 1% | 14µM* | 21%
15 | COc1ccc(Nc2nc(-c3sc(N)nc3C)cs2)cc1 | -1% | 20% | 19% | ? | ?

no. | ERG Ets-DNA blk | PI4K2A inh | BAZ2B inh | JMJD2A Tudor
1 | 0% | 4 | -10% | -7%
2 | 7% | 3 | 11% | -18%
3 | 0% | 6 | 4% | -8%
4 | 0% | 1 | -10% | -12%
5 | 1% | -1 | 1% | -15%
6 | 2% | 0 | . | -9%
7 | -1% | 5 | -7% | -9%
8 | -1% | -26 | . | 4%
9 | 1% | -2 | -10% | -2%
10 | -1% | -3 | ? | -27%
11 | -12% | -2 | 10% | 2%
12 | . | 0 | 3% | -4%
13 | 4% | 3 | -1% | 11%
14 | 3% | -2 | 10% | -17%
15 | -1% | -5 | 14µM* | 50µM*

(next part)
no. | Compound | Tb PGK inh | GLS inh | Pin1 inh | G9a inh | HP1b binding inh
16 | Clc1cccc(/C(Cc2nc3ccccc3[nH]2)=N\Nc2ccccc2)c1 | -4% | 12% | 3% | 6.3µM* | 0%
17 | C#CCNC(=O)C1=C[C@@H](C2CCCCC2)C[C@@H](OCCCCO)O1 | -2% | 0% | 6% | ? | 19%
18 | CCc1ccccc1N(C)C(=O)c1cn(-c2cccc(OC)c2)c(=O)c2ccccc12 | -1% | 6% | -3% | 3%[59 µM] | 3%
19 | Cc1ccc(C(=O)N2CCc3ccccc32)o1 | -28% | 8% | -1% | -4%[59 µM] | 14%
20 | COc1ccc(S(=O)(=O)NCc2ccco2)cc1N(C)S(=O)(=O)c1ccccc1 | i | -11% | 10% | ? | 7%
21 | CCOC(=O)C1CCN(C(=O)C2CCN(S(=O)(=O)c3c(C)noc3C)CC2)CC1 | 6% | -4% | 3% | 8%[12.7 µM] | 32%
22 | Cc1ncoc1C(=O)Nc1ccc2c(c1)OCCO2 | ? | -2% | 9% | 15%[59 µM] | 23%
23 | Cc1cc(C)c(S(C)(=O)=O)c(Oc2cccc(Cl)c2)n1 | -1% | -2% | 1% | ? | 27%
24 | Cc1ccc(C(=O)N2CCC(C)CC2)cc1NC1=NC2CS(=O)(=O)CC2S1 (centres undefined) | -9% | -2% | -1% | 7% | 50%[activator]
25 | CCC(=O)Nc1cccc(NC(=S)NC(=O)c2ccccc2C)c1 | -6% | -4% | 4% | ? | 13%
26 | C[C@H](CO)N1C[C@H](C)[C@@H](CN(C)C(=O)Nc2ccc(C(F)(F)F)cc2)Oc2ccc(NC(=O)C3CCCCC3)cc2C1=O | -8% | -9% | 2% | . | 44%[activator]
27 | Cc1ccc(C)c(N(C(=O)Cc2cccs2)C(C(=O)NC2CCCC2)c2ccc(C)o2)c1 (centres undefined) | 4% | -6% | 1% | 12%[59 µM] | 14%
28 | COC(=O)c1ccc(NC(=O)C2CCCN2S(=O)(=O)c2ccc(OC)cc2)cc1 (centres undefined) | -1% | 10% | -7% | 4%[59 µM] | 4%
29 | O=C(N=C1SC2CS(=O)(=O)CC2N1c1cccc(Cl)c1Cl)C1CCCO1 (centres undefined) | -2% | -12% | -6% | ? | 20%
30 | Cc1ccc(N=C(N)N=C(N)N)c(C)c1 | i | 2% | 2% | -5% | 8%

no. | ERG Ets-DNA blk | PI4K2A inh | BAZ2B inh | JMJD2A Tudor
16 | 5% | -5 | -36% | ?
17 | -4% | 4 | ? | -28%
18 | -2% | -3 | -4% | -24%
19 | -3% | -30 | ? | -3%
20 | -2% | 2 | ? | -24%
21 | 4% | 7 | 13% | -3%
22 | 4% | ? | 6% | -5%
23 | 16% | -1 | 0% | 6%
24 | 14% | 1 | -22% | 4%
25 | 3% | 1 | -24% | -20%
26 | -8% | 0 | . | -13%
27 | 2% | 5 | -10% | -6%
28 | 9% | 7 | 0% | -21%
29 | 0% | 3 | -4% | 4%
30 | 5% | 1 | ? | -14%

Another view of some results above.
No. | molecule | Tb PGK inh | GLS inh | Pin1 inh | G9a inh | HP1b binding inh | ERG Ets-DNA blk | PI4K2A inh | BAZ2B inh | JMJD2A Tudor
27 | Cc1ccc(C)c(N(C(=O)Cc2cccs2)C(C(=O)NC2CCCC2)c2ccc(C)o2)c1 (centres undefined) | 4% | -6% | 1% | 12%[59 µM] | 14% | 2% | 5 | -10% | -6%
28 | COC(=O)c1ccc(NC(=O)C2CCCN2S(=O)(=O)c2ccc(OC)cc2)cc1 (centres undefined) | -1% | 10% | -7% | 4%[59 µM] | 4% | 9% | 7 | 0% | -21%
29 | O=C(N=C1SC2CS(=O)(=O)CC2N1c1cccc(Cl)c1Cl)C1CCCO1 (centres undefined) | -2% | -12% | -6% | ? | 20% | 0% | 3 | -4% | 4%

Next results
no. | Compound | Tb PGK inh | GLS inh | Pin1 inh | G9a inh | HP1b binding inh
31 | CNC(=O)NNC(=O)c1csc(Cc2c(Cl)sc3ccc(Cl)cc23)n1 | 3% | 15% | -8% | -4% | 53%[activator]
32 | CCOc1ccc(-c2nn(-c3ccc(F)cc3)c3c2cnc2ccc(F)cc23)cc1 | -7% | -1% | -4% | 9%[59 µM] | 29%
33 | O=C(O)CCC(=O)Nc1ccc(C(=O)N2CCCCC2)cc1 | i | -1% | -2% | 29% | 14%
34 | CC(Oc1ccc(Br)cc1)C(=O)Nc1ccncc1 (centres undefined) | -3% | 0% | 0% | -3% | 8%
35 | C=C1CCN([C@@H](CC(C)C)C(=O)NCc2ccc(OC)cc2)S(=O)(=O)c2ccccc21 | 8% | 0% | ? | . | 46%[activator]
36 | O=C1CC(Cc2ccc(Cl)cc2)C(=O)N1c1ccncc1 (centres undefined) | -2% | 1% | 1% | -7%[59 µM] | 31%
37 | COc1ccc(-c2nn(-c3ccccc3)cc2C(=O)N2CCN(S(=O)(=O)c3ccccc3C#N)CC2)cc1 | 0% | -3% | 13% | ? | 11%
38 | CCOc1ccc(NS(=O)(=O)c2cc(C(=O)N3CCN(c4ccccc4O)CC3)ccc2Cl)cc1 | 7% | 23% | 6% | ? | 7%
39 | Cc1ccc2c(CN(C)Cc3ccc(Cl)cc3Cl)cc(=O)oc2c1 | -3% | ? | 36%[activator] | 41% | 81%[activator]

no. | ERG Ets-DNA blk | PI4K2A inh | BAZ2B inh | JMJD2A Tudor
31 | 3% | 1 | -25% | -10%
32 | 8% | -4 | . | -16%
33 | . | -1 | -1% | -6%
34 | -4% | -3 | -13% | -13%
35 | -1% | 0 | . | -13%
36 | -5% | 7 | 2% | -2%
37 | -5% | -4 | -1% | -19%
38 | -1% | 1 | ? | -27%
39 | -3% | 2 | 14% | 36%

Screening data as filed in PubChem BioAssay.
